Screening data as filed in PubChem.
GRK2 inh: compounds blocking aptamer binding on GRK2 – biochemical, human GRK2, bead flow cytometry, HTS, primary screen. Beta-adrenergic receptor kinase 1 (Homo sapiens), P25098. FAM-aptamer displacement from GRK2. inhibition of aptamer binding, % at 10 µM. actives 0.59% (n = 330,000). AID 488847, 2010;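 active means inhibition of aptamer binding above 40%, roughly 3 SD of noise, on plates passing a quality check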;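 further: median bead fluorescence of bound FAM aptamer so fluorescent compounds give negative values; no value below 0 was filed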
VLA-4 inh: inhibition in human VLA-4 binding assay, primary screen, VLA-4 allosteric modulator project, MLPCN library, flow cytometry, VLA-4 expressing cells; actives 0.2% (n = 330,000); Integrin alpha-4 (Homo sapiens), P13612; inhibition, % (about 7 µM as worked out from the volumes in the protocol); AID 2557, 2010; ligand binding flow cytometry; in the data active means inhibition above about 50%
Target sequence (P13612 whole entry, looked up): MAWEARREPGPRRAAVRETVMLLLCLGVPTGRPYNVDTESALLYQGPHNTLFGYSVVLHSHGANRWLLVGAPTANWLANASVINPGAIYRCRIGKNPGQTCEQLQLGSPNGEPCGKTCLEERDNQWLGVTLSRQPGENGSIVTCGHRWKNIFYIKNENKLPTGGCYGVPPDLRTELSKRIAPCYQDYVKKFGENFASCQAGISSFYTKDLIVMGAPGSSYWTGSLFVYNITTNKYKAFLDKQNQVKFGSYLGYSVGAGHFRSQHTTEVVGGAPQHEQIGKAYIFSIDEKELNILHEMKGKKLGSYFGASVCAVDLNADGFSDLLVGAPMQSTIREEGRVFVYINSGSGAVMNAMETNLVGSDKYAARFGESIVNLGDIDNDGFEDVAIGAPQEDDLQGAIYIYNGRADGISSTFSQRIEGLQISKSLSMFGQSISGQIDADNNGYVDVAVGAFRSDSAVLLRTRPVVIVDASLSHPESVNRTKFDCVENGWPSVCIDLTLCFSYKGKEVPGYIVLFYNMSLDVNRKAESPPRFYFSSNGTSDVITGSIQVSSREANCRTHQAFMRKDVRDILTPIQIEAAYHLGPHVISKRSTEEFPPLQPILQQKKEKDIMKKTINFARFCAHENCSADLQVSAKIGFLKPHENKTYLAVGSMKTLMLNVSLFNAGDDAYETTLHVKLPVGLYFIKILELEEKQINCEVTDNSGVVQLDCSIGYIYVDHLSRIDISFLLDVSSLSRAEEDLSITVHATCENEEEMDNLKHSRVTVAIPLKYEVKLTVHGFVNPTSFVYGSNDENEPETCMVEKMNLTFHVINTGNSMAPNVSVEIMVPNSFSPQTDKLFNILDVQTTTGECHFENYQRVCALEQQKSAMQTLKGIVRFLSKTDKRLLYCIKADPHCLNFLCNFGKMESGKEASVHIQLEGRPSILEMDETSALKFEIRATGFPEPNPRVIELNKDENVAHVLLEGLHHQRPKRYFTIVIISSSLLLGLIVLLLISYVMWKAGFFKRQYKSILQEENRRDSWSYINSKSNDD
CIT2-GFP yeast: modulators of CIT2-GFP expression in yeast, primary screen, S. cerevisiae, GFP fusion, multiplex flow cytometry, MLPCN library; S. cerevisiae CIT2-GFP strain, 3 h; 100 means same as DMSO wells; GFP response vs DMSO, % at 10 µM; actives 0.065% (n = 320,000); AID 2029, 2009;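 active means GFP response relative to DMSO above a set limit, near the screen mean plus 3 SD, cut at about 150% in these data; inconclusive means Fewer than 70 cells measured for a yeast strain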;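 further: ratio of well median GFP fluorescence to mean of DMSO wells on the plate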
GLD-1 TGE inh: GLD-1/TGE RNA complex disruptors, primary screen, biochemical, fluorescence polarization. Female germline-specific tumor suppressor gld-1 (Caenorhabditis elegans), Q17339. actives 0.44% (n = 320,000). inhibition, % at 5.96 µM. purified GLD-1 + fluorescein TGE RNA;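 active means percent inhibition above a per-plate cutoff, the plate mean of test compounds plus 3 SD, cut at about 30% in these data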;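 further: 0% = DMSO wells with GLD-1 and probe and 100% = wells lacking GLD-1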
AGP1 TOR yeast: modulators of AGP1-GFP expression in yeast TOR pathway, primary screen, cell-based, multiplex flow cytometry, S. cerevisiae, MLPCN library; 3 h; GFP as percent of DMSO wells; GFP response vs DMSO, % at 10 µM; actives 0.02% (n = 320,000);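 active means GFP response relative to DMSO above a set limit, near screen average plus 3 SD, cut at about 150% in these data; inconclusive means fewer than 70 cells counted for the yeast strain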;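 further: median GFP channel fluorescence of the gated AGP1 strain per well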
MEX-5 binding: MEX-5 zinc finger RNA-binding disruptors – biochemical, C. elegans, fluorescence polarization, MLPCN library, primary screen; actives 0.38% (n = 300,000); MEX-5/FITC-TCR2 RNA binding; stronger effect = lower value; activity score (negative = inhibition of binding), % at 10 µM; Zinc finger protein mex-5 (Caenorhabditis elegans), Q9XUB2;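 active means inhibition past about -25% in most replicates, and total fluorescence under double the plate's negative control median, limit read from the data; inconclusive means replicates evenly split on the limit, or fluorescence at least double controls; inactive means too little inhibition in most replicates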;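 further: 0% = DMSO and -100% = 5 µM competing unlabeled TCR2 RNA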
BCLXL inh: inhibitors of human Bcl-xL, primary screen, biochemical, fluorescence polarization, HTS | GST-Bcl-xL / FITC-Bim BH3 peptide fluorescence polarization | inhibition, % at 10.9 µM | actives 0.7% (n = 320,000) | AID 2129, 2009;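 active means inhibition above the mean of all tested compounds plus 3 SD, cutoff set per campaign, cut at about 30% in these data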;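 further: 0% = DMSO wells and 100% = unlabeled Bim-BH3 peptide competitor; inhibitors lower millipolarization by displacing the labeled peptide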
MCL1-BIM inh: inhibitors of MCL1 binding to BIM-BH3, primary screen, biochemical, fluorescence polarization | Induced myeloid leukemia cell differentiation protein Mcl-1 (Homo sapiens), Q07820 | GST-MCL1 / FITC-Bim-BH3 fluorescence polarization | inhibition, % at 10.9 µM | actives 0.68% (n = 320,000) | AID 2057, 2009;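 active means inhibition above the mean inhibition of all tested compounds plus 3 SD, set per campaign, cut at about 40% in these data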;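 further: 0% = DMSO wells and 100% = unlabeled Bim-BH3 peptide control; higher means more loss of mP so more displacement of Bim peptide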
Fam108B inh: mouse Fam108B serine hydrolase inhibitors, primary screen, counter-screen for RBBP9 inhibitor project, biochemical, fluorescence polarization | recombinant Fam108B, FP-Rh probe fluorescence polarization | inhibition, % at 9.51 µM | actives 0.33% (n = 300,000) | AID 1947, 2009;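 active means inhibition above the screen mean inhibition plus 3 SD, computed separately per campaign, cut at about 18% in these data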;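 further: inhibitors lower polarization as less probe binds the enzyme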
* = called active by the depositor; ? = inconclusive; nt = no result given; [ ] = another dose, or the depositor's remark.

SMILES,GRK2 inh,VLA-4 inh,CIT2-GFP yeast,GLD-1 TGE inh,AGP1 TOR yeast,MEX-5 binding,BCLXL inh,MCL1-BIM inh,Fam108B inh
Cc1cnc(NC(=O)c2sc3ccccc3c2Cl)s1,1,8,101,-16,101,-3.0,3,0,-1
O=C(C1CCC1)N1CCc2cc(S(=O)(=O)Nc3ccc4c(c3)OCO4)ccc21,1,-3,98,4,101,-0.1,4,10,1
Cc1cccc(CSc2cn(CC(=O)N3CCOCC3)c3ccccc23)c1,0,-9,100,3,100,-1.4,6,-1,8
COc1ccc(N2CCN(C(=O)CN3C(=O)NC4(CCCCCC4)C3=O)CC2)cc1,0,3,86,14,92,nt,3,-2,nt
O=C(CCCC(=O)OCC1CCCO1)OCC1CCCO1 (centres undefined),0,3,?,2,nt,2.8,-2,1,2
O=C(N/N=C/c1c[nH]c2ccccc12)C1CC1c1ccccc1 (centres undefined),5,9,99,11,97,-5.2,12,11,9
CCOc1ccc2[nH]cc(-c3csc(N)n3)c2c1,2,0,96,nt,103,1.5,nt,nt,nt
C=CCNC(=O)c1ccccc1NC(=O)c1ccc(Cl)c(S(=O)(=O)Nc2ccccc2)c1,0,1,90,-1,94,1.6,4,-1,-6
Cc1ccnc2nc(C(=O)N3CCN(S(=O)(=O)c4ccccc4)CC3)nn12,0,-17,110,13,103,-1.0,1,2,3
COc1ccccc1CNC(=O)C(NC(=O)c1ccccc1)C(C)C (centres undefined),3,-2,101,3,85,-2.0,2,2,0
CC1CCC2C(=O)N(c3ccc(Cc4ccncc4)cc3)C(=O)C2C1 (centres undefined),4,6,100,-1,105,5.6,6,4,0
Cc1c(C(=O)OCC(=O)NCc2ccccc2)oc2ccccc12,4,9,91,3,105,-3.2,4,0,1
CCS(=O)(=O)c1ccc2oc(SCC(=O)Nc3ccc(OC)cc3OC)nc2c1,2,0,99,1,97,2.8,2,0,-1
O=C(Cc1ccccc1)NCC(=O)N/N=C/c1ccc([N+](=O)[O-])s1,0,12,100,3,105,-1.0,3,-4,6
COCCCNC(=S)N1CCC(NC(=O)Nc2ccc(C)cc2)CC1,0,-37,106,11,106,-3.1,5,9,6
C(=N\Nc1nc(Nc2ccccc2)nc(Nc2ccccc2)n1)/c1ccncc1,0,-1,109,-3,102,1.6,6,10,-26
CC(C)C(c1nnnn1Cc1ccccc1)N1CCc2ccccc2C1 (centres undefined),0,-2,98,6,99,1.0,1,14,4
COc1cccc(C(=O)CN(C(=O)c2ccc(Cl)c(Cl)c2)N2C(=O)c3ccccc3C2=O)c1,6,-10,106,-2,108,-1.1,5,1,-4
Cc1cc(C(=O)NCc2ccc(F)cc2)c2ccccc2n1,0,-6,93,-4,92,-0.5,0,-4,-2
CC(=O)Nc1cc(-c2nn(CC(=O)N3CCCCC3)c(=O)c3ccccc23)ccc1N1CCOCC1,1,-8,107,11,110,-3.2,-1,-7,0
CC(=O)Nc1ccc(NC(=O)C(C)OC(=O)CCN=C2NS(=O)(=O)c3ccccc32)cc1 (centres undefined),0,8,115,-2,102,0.6,1,-5,1
CC1CCCCN1CCNC(=O)c1ccc2c(c1)N(Cc1ccccc1F)C(=O)c1ccccc1S2=O (centres undefined),0,-7,96,-1,95,-1.3,4,2,-2
O=C(CCNC(=O)Cn1ccc2ccccc2c1=O)NCCCN1CCN(c2ccccc2F)CC1,0,10,94,-9,104,-0.4,4,3,-2
CCC(C)NC(=O)c1ccc2c(c1)N(Cc1ccccc1)C(=O)CS2 (centres undefined),0,10,89,-6,99,nt,-1,4,4
O=C(CN1CCCCC1)N1c2ccccc2Sc2ccc(C(F)(F)F)cc21,0,38,98,4,100,nt,-1,-5,5

Continuation.
SMILES,GRK2 inh,VLA-4 inh,CIT2-GFP yeast,GLD-1 TGE inh,AGP1 TOR yeast,MEX-5 binding,BCLXL inh,MCL1-BIM inh,Fam108B inh
O=C(Nc1ccccc1C(=O)NCCCn1ccnc1)c1ccc(Cl)cc1Cl,1,-19,108,0,106,-2.8,9,6,-3
C/C(=N\NC(=O)NC1CCCCC1)c1ccco1,0,0,108,2,107,2.1,7,6,4
Cc1ccc([C@H]2C(C#N)=C(N)Oc3cc(C)oc(=O)c32)o1,0,-2,96,8,104,0.2,10,6,2
O=C(COc1ccc2c3c(c(=O)oc2c1)CCC3)NCCN1CCOCC1,0,10,95,-9,93,1.1,2,3,-3
CCOc1ccc(NC(=O)C2CCCN(C(=O)NCc3ccccc3)C2)cc1 (centres undefined),0,-5,91,8,90,0.3,-6,-7,0
COc1ccc(-c2sc3cc(OC)c(OC)cc3c2C#CC2(O)CCCCC2)cc1,83*,20,93,6,96,nt,8,10,nt
CCOC(=O)C1CCN(CCC(=O)Nc2cccc(C)c2)CC1,0,7,101,-1,101,2.4,3,7,2
COC(=O)c1cc(C#N)c(OC)nc1C,0,-1,nt,1,92,0.0,-4,-9,-2
NC(=O)COC(=O)c1cc([N+](=O)[O-])ccc1NCCO,0,4,90,-3,98,-1.5,-3,-6,-1
COc1ccc(-c2csc(NCCc3nc4cc(Cl)c(N5CCCCC5)cc4n3CCOCCO)n2)cc1,3,14,95,2,91,1.8,2,2,2
Cc1ccc(CCNC(=O)c2nnn(-c3cccc(C)c3)c2N)cc1,5,35,100,2,96,0.5,-2,-1,-2
COc1ccc(/C=C/C(=O)NC2CCCCCC2)cc1S(=O)(=O)N1CCOCC1,0,18,102,-3,100,1.4,-6,-19,-4
CCOc1ccc(NC(=O)CN(C)C(=O)Cc2n[nH]c(=O)c3ccccc23)cc1OCC,1,8,103,5,100,nt,6,6,nt
O=C1CC(c2ccco2)CC(O)=C1C=NCCN1CCNCC1 (centres undefined),0,11,nt,3,96,-2.1,10,5,1
COc1ccc(-n2nc(C(=O)N3CCCCC3)c(C)c(C#N)c2=O)cc1,0,30,96,4,97,-0.5,2,6,1
NC(=S)N/N=C/c1ccc(-n2nncc2-c2ccc(Cl)cc2)cc1,2,3,105,2,103,1.1,6,7,-4
COc1ccc(Cn2c(=S)[nH]c3ccsc3c2=O)cc1,0,4,95,-1,97,0.4,-9,1,-3
CC(Cc1nnc(SCC(=O)O)n1N)c1ccccc1 (centres undefined),0,-1,96,1,103,-3.3,-4,-21,3
CSc1nnc2ccc(-c3ccccn3)nn12,0,10,101,0,100,0.6,2,0,-4
Cc1nc2cc(-c3cccs3)nn2c(NCC(C)(C)CN(C)C)c1C,0,-20,108,3,101,1.2,4,6,1
Nc1cc(OC(=O)c2cccs2)nn1S(=O)(=O)c1ccc(F)cc1,2,-3,90,-1,94,0.8,2,-5,-6
O=C(CN1CCOCC1)Nc1cc(C(F)(F)F)ccc1Cl,0,4,114,-8,112,1.1,3,8,1
CCN=C1S/C(=C\c2cn(CC(=O)NCCOC)c3ccccc23)C(=O)N1CC,1,-1,102,-8,101,-2.2,6,0,5
COC(=O)c1cc(S(=O)(=O)Nc2ccsc2C(=O)OC)oc1C,4,6,83,-1,91,1.7,8,12,2
COc1ccc(Cl)cc1N1C(=O)C2CCCN2C1c1ccc(F)cc1 (centres undefined),3,-19,102,-1,106,0.0,-3,-2,1

The list goes on.
SMILES,GRK2 inh,VLA-4 inh,CIT2-GFP yeast,GLD-1 TGE inh,AGP1 TOR yeast,MEX-5 binding,BCLXL inh,MCL1-BIM inh,Fam108B inh
O=[N+]([O-])c1ccc(O)c(N=Cc2sc3ccccc3c2O)c1,0,-230,101,-15,94,nt,-4,-12,-20
CC(=O)CC(=O)Nc1ccn(-c2ccccc2)n1,1,-2,105,-4,98,-3.0,1,11,5
CC(=O)N1CCc2cc(S(=O)(=O)NCC(=O)NCc3ccc(Cl)cc3)ccc21,0,-9,104,6,105,1.5,7,0,-2
CCC1CCCCN1S(=O)(=O)c1ccc2[nH]c(=O)ccc2c1 (centres undefined),0,48,108,6,117,-0.2,4,4,0
CNC(=S)NNC(=O)c1cn(C)nc1C,1,-1,94,-3,99,-1.9,5,6,3
CCCC(c1nnnn1Cc1cccs1)N1CCN(C2CCCC2)CC1 (centres undefined),0,-2,94,-8,96,-0.9,5,3,-6
O=C1C(Cl)=C(Nc2ccccc2O)C(=O)N1c1ccccc1,0,-23,102,-3,104,-31*,5,4,0
Cc1ccccc1C(=O)NC(C)c1ccc2c(c1)CCCC2 (centres undefined),0,0,95,0,101,0.7,8,8,-1
Cc1cccc(NS(=O)(=O)c2cc(C(=O)OC(C)C(=O)NCc3ccc4c(c3)OCO4)ccc2C)c1 (centres undefined),0,6,105,2,105,-1.9,0,-1,-8
COc1ccc2oc(C(=O)N(C)CCOc3ccccc3)c(C)c2c1,0,10,86,-3,75,3.6,-5,-5,-1
CCOc1ccc(C(C(=O)NCCOC)N(CCOC)C(=O)CCC(=O)Nc2ccccn2)cc1 (centres undefined),0,6,?,8,82[may fluoresce violet],-0.1,-1,-4,0
Cc1ccc(CNC(=O)CNS(=O)(=O)c2ccc3c(c2)C(C)(C)C(=O)N3C)cc1,0,-5,119,-3,102,0.2,-5,-4,1
CCOc1ccc2c(=O)c(Oc3ccccc3)c(C)oc2c1,1,2,91,-2,92,-0.3,-9,-5,-6
O=C(O)c1ccc(Cl)c(N2C(=O)Nc3ccccc3N2O)c1,2,7,88,-3,89,0.0,-2,-9,-3
CCOC(=O)N1CCC(NC(=O)c2ccc3c(c2)N=C(C)c2c(C)ccc(C)c2S3)CC1,2,5,104,1,95,2.2,-2,-5,-1
O=C(CCN1C(=O)C2C3C=CC(C3)C2C1=O)N1CCN(c2ccccc2Cl)CC1 (centres undefined),0,0,110,-2,100,1.6,2,4,-2
COc1ccc(NC(=O)CSc2nc3ccccc3c(=O)n2CCCO)cn1,0,2,93,2,95,nt,9,16,nt
COc1ccc(C2=Nn3c(nnc3-c3ccccc3OC)SC2)cc1OC1CCCC1,0,16,86,5,95,nt,nt,nt,nt
CCOc1ccc2nc(CN3CCN(Cc4ccsc4)C(CCO)C3)ccc2c1 (centres undefined),1,-20,105,7,104,1.4,4,9,3
Clc1ccc(CCNc2nc3ccccc3s2)cc1,0,15,87,8,nt,-1.6,7,4,-3
Cc1cc(C)nc(N(C#N)CN2C(=O)c3ccccc3C2=O)n1,3,1,101,-1,96,0.1,2,6,1
COc1ccc(OCC(=O)N/N=C\c2ccco2)cc1,2,-11,96,1,101,1.3,6,5,-2
O=C(CNC(=O)c1ccc(Cl)cc1)N/N=C/C=C/c1ccccc1,0,-3,99,5,99,-6.3,5,11,2
